Compound activity deposited in PubChem by several laboratories.
DNMT1 inh – blocks human DNA methyltransferase DNMT1; P26358; DNMT1 molecular beacon, Hinp1I cleavage, fluorescence; inhibition (reported as % activation of signal), % at 10 µM; 0.83% of 360,000 active; AID 588458; in the data active = inhibition above about 50%
STEP block – STEP (human) phosphatase inhibition; P54829; recombinant STEP, OMFP fluorogenic substrate, fluorescence; inhibition, % at 20 µM; 0.25% of 360,000 active; AID 588621;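 active = inhibition at 20 µM, scaled per plate between control wells, above about 37%, limit read from the data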;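 note: 0% = DMSO with enzyme and substrate and 100% = substrate only without enzyme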
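Assay system: isolated STEP enzyme / Timing: 20 min at room temperature, dark / Doses: 20 µM, 1% DMSO / Technique: fluorescence intensity, excitation 480 nm, emission 540 nm / Reagent: fluorogenic phosphatase substrate OMFP at 25 µM final / Measure: percent inhibition scaled to no-enzyme and uninhibited-enzyme controls, plate-pattern corrected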
Scp1 inh – inhibitors of human Scp-1 phosphatase | Q9GZU7 | Recombinant Scp1, phosphopeptide, malachite green phosphate absorbance | inhibition, % at 20 µM | 0.88% of 340,000 active | AID 493091;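 active = inhibition above about 50% at 20 µM, limit read from the data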;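 note: plate controls were DMSO wells with enzyme for no effect and wells lacking enzyme for full effect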
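Test system: SCP-1 phosphatase catalytic domain, residues 76-261 | Compound dosing: One concentration, 20 µM, with 1.0% DMSO | Schedule: 45 min room-temperature reaction, 5 min colour, 30 min stabiliser | Detection: Absorbance at 630 nm | Read-out basis: % inhibition of SCP-1 phosphate liberation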
Rin1-Abl PPI inh – inhibitors of human Rin1-Abl protein interaction | TR-FRET Rin1/Abl binding, biochemical | inhibition, % at 7.35 µM | 0.4% of 360,000 active | AID 588664; in the data active = inhibition above about 5%, passing the limit was not always enough
Rpn11 block – blocks the human proteasome subunit Rpn11. O00487. human 26S proteasome, Ub4-pepOG fluorescence polarization; 20S core pre-blocked with epoxomicin. calls only at 20 µM. 0.59% of 360,000 active;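 active = inhibition at 20 µM, scaled to each plate's controls, above about 33%, limit read from the data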
CSN deneddyl inh – CSN deneddylation inhibition; 0.38% of 360,000 active; Q92905; Purified CSN, SCF-Nedd8-OG deneddylation, fluorescence polarization; inhibition, % at 12.5 µM;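 active = pattern-corrected inhibition above about 35%, with an unprinted fluorescence ratio check between 0.5 and 1.5, limit read from the data, passing the limit was not always enough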;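 note: 0% = enzyme with substrate and 100% = substrate without enzyme; some results filed as inactive read as strong as hits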
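Schedule: reaction 90 min, room temperature / Assay system: HEK293T-derived human Csn5 enzyme / Input: Csn5 at 0.24 nM final / Measure: inhibition of Csn5 cleavage, % / Control set: substrate-only high control, full reaction low control / Technique: fluorescence polarization of the substrate / Buffer or medium: Tris/NaCl/DTT buffer, pH 7.5 / Reagent: SCFSkp2-Nedd8OG substrate at 10 nM final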
NadD block – inhibitors of Staphylococcus aureus NadD | 0.78% of 360,000 active | inhibition, % at 20 µM | AID 602399 | purified NadD enzyme, colorimetric absorbance read-out; in the data active = inhibition above about 26%; note: some compounds past the cut are filed as inactive
LMPTP inh – blocks human LMPTP phosphatase; P24666; 0.22% of 360,000 active; recombinant LMPTP-A, OMFP fluorogenic substrate, fluorescence intensity; AID 651560; inhibition, % at 20 µM;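 active = compounds that cut the enzyme signal by at least half of the control window in the single-dose screen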;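 note: plate controls were DMSO wells with enzyme plus substrate for no effect and substrate without enzyme for full effect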
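Test system – LMPTP-A enzyme · Amount – LMPTP-A at 0.625 nM final in the reaction · Buffer or medium – Bis-Tris pH 6.0, DTT, detergent · Reagent – OMFP 400 µM · Doses – single 20 µM dose · Schedule – reaction 50 min, room temperature, dark · Detection – fluorescence intensity of OMFP turnover product · Evaluation – percent inhibition versus substrate-only and uninhibited controls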
Neddyl block – inhibitors of human cullin neddylation; P61081+Q13564; TR-FRET cullin neddylation, biochemical; calls only at 25 µM; 0.58% of 360,000 active; AID 651699; in the data active = inhibition above about 36%
SUMO1-SIM PPI – modulators of human SUMO1-mediated protein-protein interactions; P63165; SUMO1 binding to a labelled peptide, TR-FRET, 1 h; inhibition, % at 20 µM; 0.33% of 360,000 active; AID 602429; in the data active = inhibition above about 37%
* = called active by the depositor; i = inactive; · = no result given.

SMILES | DNMT1 inh | STEP block | Scp1 inh | Rin1-Abl PPI inh | Rpn11 block | CSN deneddyl inh | NadD block | LMPTP inh | Neddyl block | SUMO1-SIM PPI
CN(c1ccccc1)S(=O)(=O)c1cccc(C(=O)Nc2ccc3c(c2)CCC3)c1 | -4 | -1 | -20 | -3 | i | -4 | -3 | 3.3 | i | 1
COc1ccc(N(C)C(=O)c2ccc3snnc3c2)cc1 | 0 | -3 | -17 | -1 | i | -3 | -7 | -1.0 | i | 1
COc1ccc(/C=N/NC(=O)CNC(=O)c2cccs2)cc1 | -2 | 1 | -9 | 1 | i | -9 | -2 | -1.1 | i | -2
C/C(=N\OC(=O)c1c(-c2c(F)cccc2Cl)noc1C)c1nccs1 | 2 | -1 | -12 | -4 | i | -2 | -11 | 0.3 | i | -2
CC(=O)N(c1cccc(C(F)(F)F)c1)c1nc(/C=C/C(=O)O)cs1 | 1 | -1 | -16 | -1 | i | -2 | -1 | -2.2 | i | -1
CSC1=NCCN1C(=O)c1ccc2ccccc2c1 | 2 | 3 | 3 | -5 | i | 1 | -3 | -1.5 | i | -8
O=C1N=c2ccccc2=C1c1c(O)n(-c2cccc(F)c2)[nH]c1=O | 7 | 2 | 3 | -2 | i | -1 | 24 | 3.5 | i | 2
Cc1nn(Cc2ccc(C(=O)N3c4ccc(F)cc4CCC3C)o2)c(C)c1Br (configuration not stated) | -4 | -2 | 1 | -3 | i | 0 | 5 | 1.0 | i | 3
Cc1ccc(OCCC(=O)OCC(=O)Nc2cc(C)cc(C)c2)cc1 | -2 | 2 | -5 | 3 | i | 6 | -7 | 1.8 | i | 2
CC(C)Cn1c(SCC(=O)NCCCN2CCCC2=O)nc2ccccc21 | 4 | 5 | 13 | -2 | i | 3 | -5 | -1.5 | i | 0
O=C1N(CC(=O)N2CCc3ccccc32)CCN1Cc1ccc(Cl)cc1 | 19 | 1 | -17 | 0 | i | -3 | 2 | 1.7 | i | -3
CC(=O)c1cccc(NC(=O)c2cc(Cl)sc2Cl)c1 | -4 | 0 | -9 | 1 | i | -13 | 6 | -0.9 | i | -1
COC(=O)c1c(C)[nH]c(C(=O)OCc2csc(CC(=O)Nc3ccccc3C)n2)c1C | -4 | -3 | -15 | 0 | i | -5 | 2 | 1.1 | i | 3
O=C(/C=C/c1ccco1)Nc1cccnc1Cl | 3 | 0 | -1 | 0 | i | 3 | 0 | 1.3 | i | -4
CCn1cc(C(=O)N[C@@H](C)C(=O)OC)c(=O)c2cc3c(cc21)OCO3 | 1 | 2 | -14 | 2 | i | -2 | -4 | 1.5 | i | 1
CC(=O)N1CCN(C(=O)CCc2nc3sc4c(c3c(=O)[nH]2)CCCC4)CC1 | 1 | 2 | -11 | -2 | i | 0 | 1 | -1.3 | i | -1
COc1cc2c(cc1NC(=O)CSc1nnc(Cc3cccs3)n1Cc1ccco1)oc1ccccc12 | -13 | -2 | 9 | -3 | i | -6 | 6 | 10 | i | 4
Cc1c(Cl)cccc1NC(=O)CSCC(N)=O | 0 | -3 | -3 | 0 | i | 5 | 5 | -1.7 | i | 1
COc1ccc(C(=O)NCC2CCCO2)cc1 (configuration not stated) | 4 | -1 | 1 | -1 | i | 0 | 3 | -1.2 | i | 0
O=C(CSc1nc2ccccc2c(=O)n1Cc1ccccc1)Nc1ccc(Br)cc1C(=O)O | 0 | 1 | -1 | 2 | i | 1 | 5 | 1.2 | i | 12
Cc1cc2ccccc2cc(C)c1=O | 2 | 2 | -6 | -4 | i | 4 | -4 | -0.9 | i | -13
O=C(NCc1ccc2c(c1)OCO2)c1cc(-c2ccc(Cl)cc2Cl)on1 | -2 | 2 | -7 | -1 | i | 1 | 2 | 1.7 | i | 0
CCCS(=O)(=O)c1c(S(=O)(=O)CCC)c2c(C)cccn2c1C(N)=O | 0 | -3 | -5 | -2 | i | -1 | -2 | -2.0 | i | -6
Cc1ccc(-c2[nH]c3ccccc3c2SCCNC(=O)c2cc3ccccc3oc2=O)cc1 | -15 | -1 | -7 | 2 | i | -4 | 17 | 3.2 | i | 0
Cc1cc(=O)oc2cc(OCC(=O)N3CCN(c4ccccc4)CC3)c(Cl)cc12 | 5 | -2 | -5 | -5 | i | -1 | 3 | 0.0 | i | -2

(continued)
SMILES | DNMT1 inh | STEP block | Scp1 inh | Rin1-Abl PPI inh | Rpn11 block | CSN deneddyl inh | NadD block | LMPTP inh | Neddyl block | SUMO1-SIM PPI
O=C(CSC(=S)N1CCCCC1)c1c(F)cccc1F | -4 | 88* | -11 | 2 | i | 1 | -5 | 2.2 | i | 5
CCOCCCNC(=O)c1ccc(N(C)S(=O)(=O)c2ccc(OC)cc2)cc1 | 0 | 0 | -2 | 0 | i | -2 | 5 | -2.7 | i | -1
C=CCNc1nc2c(c(=O)[nH]c(=O)n2C)n1CC(O)COc1ccc2ccccc2c1 (configuration not stated) | 14 | 0 | 0 | -1 | i | 10 | -6 | -2.6 | i | 30
Cn1c2ccccc2c(=O)c2cc(C#Cc3ccsc3)ccc21 | 7 | -2 | 6 | -2 | i | 4 | 8 | 1.2 | i | 2
NS(=O)(=O)c1ccc(CCNC(=S)Nc2ccccc2)cc1 | 5 | -3 | -4 | -1 | i | -11 | -7 | -2.1 | i | 1
CCOC(=O)C1=C(C)NC2=C(C(=O)CC(C)(C)C2)C1c1ccc(N(C)C)cc1 (configuration not stated) | -1 | 0 | -3 | 0 | i | -3 | -5 | 0.2 | i | -6
O=C(O)c1cccc(S(=O)(=O)N2CCC(n3nnc4cc(C(F)(F)F)ccc43)CC2)c1 | 0 | -4 | -5 | 4 | i | -3 | -4 | -1.2 | i | 8
CCn1cc(C(=O)N[C@H](C(=O)NCCCOC)C(C)C)c(=O)c2cc3c(cc21)OCO3 | -1 | 4 | -4 | -1 | i | 0 | -4 | -2.6 | i | 4
Cc1nn(CCC#N)c2nc(-c3ccccc3)cc(C(F)(F)F)c12 | 0 | 2 | -9 | -2 | i | -5 | -20 | 1.9 | i | 11
Cc1ccc(CN2CC34C=CC(O3)C(C(=O)NCc3ccc5c(c3)OCO5)C4C2=O)cc1 (configuration not stated) | -4 | -4 | -3 | 5 | i | 7 | -1 | -2.0 | i | -6
CCOc1ccc(CCNC(=O)c2[nH]c(C)c(C(C)=O)c2CC)cc1OCC | 2 | -2 | -7 | 0 | i | 2 | -3 | -0.4 | i | 3
Cc1ccc(NC2=C(Cl)C(=O)OC2OC(=O)c2ccco2)c(C)c1 (configuration not stated) | 3 | -2 | 10 | -4 | i | 4 | -6 | 1.3 | i | -1
CSc1nc2n(n1)C(c1ccccn1)C1=C(CC(C)(C)CC1=O)N2 (configuration not stated) | -1 | 0 | -4 | -1 | i | 3 | -8 | -1.5 | · | -4
COc1ccc(C(=O)NNC(=O)CSc2nnc(-c3ccc(O)cc3)n2C)cc1 | 2 | 1 | -2 | 1 | i | 1 | -5 | -0.2 | i | 6
Cc1cc(NC(=O)CSc2ncn(-c3ccccc3)n2)no1 | 3 | 0 | 8 | 3 | i | -1 | 2 | -0.2 | i | 2
Cc1ccc(S(=O)(=O)NC2OC(=O)C(Cl)=C2Cl)cc1 (configuration not stated) | 6 | 4 | -2 | 3 | i | 7 | 11 | -1.3 | i | 4
[O-]/[N+](=C\c1ccccc1)c1ccc(Br)cc1 | -4 | -1 | -2 | 3 | i | 0 | 1 | -0.8 | i | -5
COC(=O)C(Cc1ccccc1)NC(=O)CSc1nc(C)cc(=O)[nH]1 (configuration not stated) | 1 | 1 | -10 | 0 | i | 4 | -9 | -1.4 | i | 0
COc1ccccc1CNC(=O)CCSCc1cccc(Cl)c1 | -2 | -3 | -1 | -1 | i | -17 | -1 | -0.6 | i | 0
Cc1ccc(NC(=O)c2cccc(S(C)(=O)=O)c2)cc1 | -3 | 0 | -7 | 5 | i | -9 | -3 | 0.5 | i | -2
CCOC(=O)N1CCN(Cc2nc(N)nc(Nc3ccccc3C)n2)CC1 | -1 | -4 | 2 | -1 | i | 4 | 2 | -2.3 | i | 3
CC(=O)c1ccc(Nc2nc3ccc(C)cc3n3cnnc23)cc1 | -7 | 0 | -6 | -3 | i | -1 | -2 | -1.1 | i | 2
CC1(C(=O)NS(=O)(=O)C2CC2)CCCN(C(=O)C2(c3ccc(Cl)cc3)CCCC2)C1 (configuration not stated) | -1 | 2 | · | -2 | i | 4 | 8 | -1.1 | i | 2
C/C=C\C=C\C(=O)N1CC2(CC(c3cccc(NC(=O)COc4ccc(Cl)cc4)c3)=NO2)C[C@H]1C(N)=O (some centres not stated) | -21 | 5 | 4 | 0 | i | 2 | 12 | -1.0 | i | -1
Cn1nnnc1SCCNCc1ccccc1OCc1ccccc1Cl | 0 | -1 | -4 | 0 | i | 1 | -12 | 0.1 | i | -2

Grouped by structure: the compounds so far containing an aryl thioether with sulfur outside any ring
SMILES | DNMT1 inh | STEP block | Scp1 inh | Rin1-Abl PPI inh | Rpn11 block | CSN deneddyl inh | NadD block | LMPTP inh | Neddyl block | SUMO1-SIM PPI
CC(C)Cn1c(SCC(=O)NCCCN2CCCC2=O)nc2ccccc21 | 4 | 5 | 13 | -2 | i | 3 | -5 | -1.5 | i | 0
COc1cc2c(cc1NC(=O)CSc1nnc(Cc3cccs3)n1Cc1ccco1)oc1ccccc12 | -13 | -2 | 9 | -3 | i | -6 | 6 | 10 | i | 4
O=C(CSc1nc2ccccc2c(=O)n1Cc1ccccc1)Nc1ccc(Br)cc1C(=O)O | 0 | 1 | -1 | 2 | i | 1 | 5 | 1.2 | i | 12
Cc1ccc(-c2[nH]c3ccccc3c2SCCNC(=O)c2cc3ccccc3oc2=O)cc1 | -15 | -1 | -7 | 2 | i | -4 | 17 | 3.2 | i | 0
CSc1nc2n(n1)C(c1ccccn1)C1=C(CC(C)(C)CC1=O)N2 (configuration not stated) | -1 | 0 | -4 | -1 | i | 3 | -8 | -1.5 | · | -4
COc1ccc(C(=O)NNC(=O)CSc2nnc(-c3ccc(O)cc3)n2C)cc1 | 2 | 1 | -2 | 1 | i | 1 | -5 | -0.2 | i | 6
Cc1cc(NC(=O)CSc2ncn(-c3ccccc3)n2)no1 | 3 | 0 | 8 | 3 | i | -1 | 2 | -0.2 | i | 2
COC(=O)C(Cc1ccccc1)NC(=O)CSc1nc(C)cc(=O)[nH]1 (configuration not stated) | 1 | 1 | -10 | 0 | i | 4 | -9 | -1.4 | i | 0
Cn1nnnc1SCCNCc1ccccc1OCc1ccccc1Cl | 0 | -1 | -4 | 0 | i | 1 | -12 | 0.1 | i | -2
